# influenza NS1A: H1N1 influenza NS1A inhibitors, functional cell based assay (AID 504329). NS1A functional cell-based assay, percent inhibition; higher % means a stronger effect. one-dose inhibition, % at 12.5 µM; IC50 in µM for titrated hits. 340,000 compounds, 0.3% hits; in the data active = a potency from the dose series; inconclusive = inhibition above about 27% without an active follow-up result; note: strong numbers were not always called active
# inhibitors of VEEV: inhibitors of VEEV TC-83 cytopathic effect, confirmation, Vero cells (AID 588727) | Vero cells, VEEV TC-83 cytopathic effect inhibition; higher % means a stronger effect | one-dose inhibition, % at 20 µM; IC50 in µM for titrated hits | 350,000 compounds, 0.13% hits; in the data active = a potency from the dose series; inconclusive = inhibition mostly from about 14% at the one dose, without a potency; inactive = the rest, 99 in 100 with inhibition below about 12%; note: strong numbers were not always called active
# M. tuberculosis: growth inhibition of non-replicating M. tuberculosis (AID 488890); Mycobacterium tuberculosis non-replicating, growth inhibition; higher % means a stronger effect; one-dose inhibition, % at 25 µM; IC50 in µM for titrated hits; 320,000 compounds, 0.39% hits; in the data active = a potency from the dose series; inconclusive = inhibition mostly from about 82% at the one dose, without a potency; inactive = the rest, 99 in 100 with inhibition below about 76%;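 note: plate controls were DMSO cells for no effect and high antibiotic wells for full effect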
# H37Rv inhibition: M. tuberculosis growth inhibition, HTS (AID 449762) | M. tuberculosis H37Rv growth inhibition, 7H9 media; higher % means a stronger effect | one-dose inhibition, % at 25 µM; IC50 in µM for titrated hits | 330,000 compounds, 0.59% hits; in the data active = a potency from the dose series; inconclusive = inhibition above about 70% without an active follow-up result;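 note: bacterial growth assessed after seven days of incubation; strong numbers were not always called active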
# Salmonella PhoP GFP: PhoP regulon inhibitors, Salmonella typhi PhoP promoter GFP reporter, confirmatory (AID 1850) | 310,000 compounds, 0.33% hits | inhibition, % at 50 µM, or IC50 in µM where a hit was titrated | Salmonella Typhi PhoP-promoter GFP reporter, fluorescence, 4 h; higher % means a stronger effect; in the data active = a potency from the dose series; inconclusive = inhibition mostly from about 25% at the one dose, without a potency; inactive = the rest, 99 in 100 with inhibition below about 19%;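 note: 0% = induced wells with vehicle and 100% = uninduced wells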
# inhibitors of VEEV 10K pilot screen: second read-out of inhibitors of VEEV, no call of its own (marks repeat the call); inhibition, %; measured here: 10K pilot screen inhibition
# Numbers without * were called inactive; i = inactive; ? = inconclusive; nt = no result given; & = joins results of further samples.
SMILES,influenza NS1A,inhibitors of VEEV,M. tuberculosis,H37Rv inhibition,Salmonella PhoP GFP,others
COc1cccc(-c2cc(=O)c3cc(NC(=O)c4ccc(N(C)C)cc4)ccc3[nH]2)c1,nt,nt,9%,4%,-1%,
CCCSc1nnc(NC(=O)Nc2ccccc2)s1,-1%,3.1%,2%,13%,-9%,
NC(=O)C1CCCN(S(=O)(=O)c2ccccc2)C1 (stereo not given),-6%,0.5%,1%,6%,-13%,
O=C(NCc1cccs1)c1cc(-c2ccccc2)nn1CC1CC(c2cccnc2)=NO1 (stereo not given),-2%,1.8%,10%,0%,4%,
COc1cc(/C=N/NC(=O)c2nnn(-c3nonc3N)c2C(C)C)ccc1OCc1ccccc1,0%,9.6%,10%,?,-19%,
CCCCN(C)C(=O)c1nc2ccccn2c1CNCCCn1ncc2ccccc21,1%,3.9%,32%,-2%,-14%,
CC(=O)c1c(C)[nH]c(C(=O)OCC(=O)N2CCN(S(=O)(=O)c3ccc(C)cc3)CC2)c1C,-9%,2.6%,24%,1%,nt,
CCn1cc(C(=O)Nc2ccc(OC)c(OC)c2)c2cc(OC)c(OC)cc2c1=O,-11%,6.8%,-13%,-7%,0%,
Cc1nn(CC(O)COc2ccc3c(c2)CCC3)c(C)c1C (stereo not given),-8%,1.1%,74%,27%,5%,
O=C(CN1CCCCC1)Nc1cccc(Cl)c1,-7%,0.7%,15%,-1%,0%,
COC(=O)c1cn(CCC#N)nc1-c1ccc2ccccc2c1,1%,i,14%,-5%,4%,
CC(=O)c1cccc(NC(=O)N2CCCC2C(=O)NCc2ccccc2)c1 (stereo not given),-7%,0.5%,1%,2%,9%,
COC(=O)C1=C(N)Oc2cc(C)n(Cc3cccnc3)c(=O)c2C1c1ccc(OC)c(OC)c1OC (stereo not given),-15%,i,4%,0%,-6%,
O=C(COC(=O)c1ccc[nH]c1=O)NCCc1ccc(Cl)cc1Cl,-7%,i,-8%,-18%,-13%,
CCn1cc(CN2CCC(n3nccc3NC(=O)c3ccccc3C)CC2)c(C)n1,24%,i,-3%,-10%,-4%,
COc1ccc(N(CC(=O)NCC(C)C)S(=O)(=O)c2ccccc2)cc1,-7%,i,4%,-6%,0%,
CCOC(=O)C1=C(C)C(c2ccccc2O)NC(=O)N1 (stereo not given),-4%,1.1%,10%,-20%,-6%,
CCc1ccc(Nc2cc(C)nc3nc(C)nn23)cc1,8%,9.3%,17%,-3%,-2%,
CCOc1ccccc1N1C(=O)CN(Cc2ccc(OC)c(OC)c2)C1=S,-2%,0.1%,-6%,2%,-10%,
Cc1cccc(N2CCN(C(=O)c3ccc(NC4=NC5CS(=O)(=O)CC5S4)cc3)CC2C)c1 (stereo not given),-11%,1.6%,9%,3%,-6%,
CCOc1cc(C(=O)OCc2ccc([N+](=O)[O-])cc2)ccc1OCC(=O)N1CCOCC1,-6%,7.5%,18%,13%,8%,
COc1cc(C(=O)OCC(C)=O)c([N+](=O)[O-])cc1OC,0%,0.7%,-8%,6%,2%,
Cn1c(=O)oc2cc(S(=O)(=O)N3CCN(c4cccc(Cl)c4)CC3)ccc21,-1%,i,1%,4%,-1%,
CC1OC(Nc2ccc(N=Nc3ccccc3)cc2)C(O)C(O)C1O (stereo not given),5%,i,52%,?,-6%,inhibitors of VEEV 10K pilot screen=1.4
O=C1CC(c2ccccc2)Cc2nc3nc(C(F)(F)F)nn3cc21 (stereo not given),-8%,0.2%,2%,0%,-1%,
CCCOc1ccc(Cn2c(O)cc(=O)[nH]c2=O)cc1,-7%,i,9%,10%,-20%,
CC(C)(C)Nc1nc(SCC(=O)Nc2ccccc2)nc(N2CCOCC2)n1,3%,5.0%,27%,4%,-2%,
CCN(CCO)Cc1cc(=O)oc2cc3c(cc12)CCC3,1%,0.2%,0%,-5%,-4%,
O=C(CSc1cccc[n+]1[O-])NC1CCCCCCC1,-6%,0.4%,-7%,-2%,-1%,
CCOc1cc(CNCc2ccccn2)ccc1OCC(=O)NC1CCCCC1,-1%,i,21%,0%,4%,
CCn1c(COc2ccccc2OC)nnc1SCC(=O)NC1CCCC1,8%,0.7%,-1%,-7%,1%,
CSc1nnc2ccc(-c3ccc(C)cc3)nn12,-2%,i,16%,7%,10%,
O=C(CCl)Oc1ccc2occ(C(=O)c3cccs3)c2c1,-7%,4.7%,-7%,-7%,-8%,
Cc1ccccc1C1CCCN(Cc2nc(C3CC3)no2)C1 (stereo not given),-9%,0.8%,38%,8%,0%,
CCCCCCCCC(=O)NCCOc1ccc(OC)cc1,3%,0.4%,-19%,18%,-7%,
C=CCOC(=O)C1=C(C)NC(SCC(=O)NC(=O)OCC)=C(C#N)C1c1cccnc1 (stereo not given),-20%&15%,6.9%&2.8%,9%,-8%,1%,
CC(=O)N1CC(C)Oc2ccc(S(=O)(=O)NC(CC(=O)O)c3ccccc3C)cc21 (stereo not given),-3%,1.2%,-7%,-5%,-10%,
COc1ccc(C2C=C(c3ccccc3)Nc3nc(CCCO)nn32)cc1 (stereo not given),nt,nt,-18%,-5%,-5%,
O=C(NCC(=O)N(c1ccc(Cl)cc1)C(C(=O)NC1CCCC1)c1ccncc1)c1ccco1 (stereo not given),11%,i,14%,5%,13%,
OCCCNc1nc(-c2ccc(Cl)cc2)nnc1-c1ccc(Br)cc1,-4%,7.6%,57%,53%,1%,
CC(=O)c1ccc(OCC(=O)OC(C)C(=O)NC2CCCCC2)cc1 (stereo not given),-1%,i,-7%,4%,nt,
CN(C)S(=O)(=O)c1ccc(Cl)c(C(=O)Nc2cccc3ncccc23)c1,-2%,1.5%,7%,-6%,-1%,
N#Cc1cnn2ccc(-c3cc(N4CCOCC4)ccc3[N+](=O)[O-])nc12,1%,1.0%,3%,-2%,-8%,
Cc1ccc2nc(-c3ccc(NC(=O)COC(=O)c4ccc(Br)o4)cc3)sc2c1,-3%,1.6%,18%,2%,-15%,
Cc1ccc(NC(=S)N2CCCC2)cc1Cl,-11%,1.2%,-9%,-8%,-4%,
COC(=O)c1cc(NC(=O)CC2SCCNC2=O)cc(C(=O)OC)c1 (stereo not given),7%,1.4%,-18%,-4%,-7%,
O=C(NCC(O)CO)c1ccc2[nH]c3ccccc3c2c1 (stereo not given),-18%,6.7%,-4%,-6%,5%,
CCc1nn(C(C)C(=O)N2CCN(c3ccccc3)CC2)c(=O)c2cc3occc3n12 (stereo not given),-2%,0.2%,-5%,10%,-13%,
CCN(Cc1nc2ccccc2c(=O)[nH]1)C(=O)c1cccc(NC(=O)c2cccs2)c1,0%,8.3%,nt,nt,nt,
Cc1cc(C(=O)COC(=O)c2n[nH]c3ccccc23)c(C)n1C,-1%,4.2%,0%,-14%,-14%,
O=c1c2c3c(sc2nc2sc(C4CC4)nn12)CCCC3,-3%,2.3%,-13%,4%,-4%,
Cc1oc2c(c1C(=O)Nc1cccc(C(=O)O)c1)CCCC2,0%,1.6%,-3%,12%,21%,
COc1ccc(NS(=O)(=O)/C=C/c2ccccc2)cc1,8%,1.2%,-14%,6%,-3%,
Cn1c2ccccc2c(=O)c2c(=O)n(C3CCCCCC3)c(C3CCCCC3)nc21,-1%,14%,nt,nt,nt,
Cc1ccc(CONC(=O)c2ccccc2Cl)cc1,6%,i,nt,nt,nt,
Cc1nc2cc(-c3ccc(Cl)cc3)nn2c(C)c1CCC(=O)NC(C)c1ccc2c(c1)OCCO2 (stereo not given),-3%,1.4%,48%,-9%,nt,
COCCCNC(=O)C1CC(=O)N(C2CCCC2)C1 (stereo not given),-13%,0.5%,-8%,-6%,-1%,
O=C1[C@@H](c2ccccc2)[C@@H](c2ccccc2)N1c1cccnc1,-8%,?,nt,nt,nt,
COC(=O)[C@H](C(C)C)N(Cc1ccccc1)S(=O)(=O)CCN1CCN(c2ccccc2)CC1,9%,0.1%,nt,nt,nt,
Oc1ccc(/C=N/N(c2ccccc2)c2ccccc2)cc1O,1%,6.3%,-6%,-1%,-7%,
# (listing goes on)
SMILES,influenza NS1A,inhibitors of VEEV,M. tuberculosis,H37Rv inhibition,Salmonella PhoP GFP,others
CCCC(=O)Nc1nc(C(=O)OCC)cs1,5%,0.2%,9%,3%,-5%,
CCOC(=O)/C(=C\C=C\N1CCOCC1)C(C)=O,2%,0.9%,-6%,2%,-9%,
CC(=O)c1ccc(NC(=O)C(C)OC(=O)c2ccc3c(c2)nc(C)n3-c2ccccc2)cc1 (stereo not given),-8%,1.4%,36%,64%,-2%,
Cc1ccc2c(N)c(C(=O)c3ccccc3)sc2n1,-5%,6.7%,7%,-3%,4%,
O=C(COc1ccc(-n2cnnn2)cc1)N1CCN(c2ccc(F)cc2)CC1,9%,1.8%,25%,1%,2%,
CCC(=NCc1ccco1)c1c(O)n(-c2ccccc2C)c(=O)[nH]c1=O,-8%,0.9%,-11%,-8%,5%,
NC(=O)CSc1nnc(-c2cccc(S(=O)(=O)N3CCOCC3)c2)n1C1CCCCCC1,-8%,0.9%,0%,-6%,14%,
Cc1nnc(NC(=O)C2(c3ccccc3)CCOCC2)s1,12%,0.6%,-7%,-3%,-1%,
Cc1cc(Cn2nc(-c3ccccc3C)cc2C(=O)O)on1,6%,0.2%,-19%,6%,nt,
O=c1oc(/C=C/c2ccccc2)nc2ccccc12,-10%,0.7%,nt,nt,nt,
O=c1[nH]cnc2ccsc12,8%,1.5%,-8%,-3%,4%,
CC(=O)c1ccc(-c2nnc(CCC(=O)N(C)Cc3cccc4cnccc34)o2)s1,16%,0.5%,88%,8%,-2%,
O=C(CSc1ccccc1)Nc1cccc(S(=O)(=O)N2CCCC2)c1,18%,0.7%,8%,5%,-23%,
c1cc2[nH]snc2c2nc(C3CC3)nc12,3%,i,3%,-9%,-5%,
Cc1ccc2c(c1)N(CC(=O)NC1CCCCC1C)C(=O)CO2 (stereo not given),-1%,i,2%,2%,-7%,
COc1ccccc1N1CCN(c2ccc([N+](=O)[O-])nc2)CC1,-7%,1.2%,3%,1%,-1%,
O=C(NCC1CC1)c1cc(-c2ccccc2)nn1CC1CC(c2cccc([N+](=O)[O-])c2)=NO1 (stereo not given),-1%,8.1%,8%,-2%,4%,
COc1cc(N2CCOCC2)ccc1/C=C1\C(=O)NC(=O)N(Cc2cccs2)C1=O,-7%,1.7%,14%,9%,-8%,
C=CCNC(=S)Nc1nc2c(cc1C(=O)OCC)COC(C)(C)C2,-7%,3.4%,13%,-3%,8%,
CCOc1cccc2c1OC1(C)CC2NC(=O)N1c1cccc(C(=O)NCc2ccccn2)c1 (stereo not given),5%,0.1%,5%,-4%,-3%,
CCCCn1c(N)c(N(CC(C)C)C(=O)c2c(-c3ccccc3)noc2C)c(=O)[nH]c1=O,-8%,0.5%,40%,-12%,nt,
COc1ccc(/C=C/C(=O)Oc2cccc(/C=N/NC(=O)c3cccc(F)c3)c2)cc1,5%,5.5%,8%,8%,12%,
CCOC(=O)Cn1c(SC)nc2sc3c(c2c1=O)CC(C)(C)OC3,5%,i,0%,-9%,1%,inhibitors of VEEV 10K pilot screen=0.9

# Compounds from the list above that contain an NH in an aromatic ring:
SMILES,influenza NS1A,inhibitors of VEEV,M. tuberculosis,H37Rv inhibition,Salmonella PhoP GFP,others
COc1cccc(-c2cc(=O)c3cc(NC(=O)c4ccc(N(C)C)cc4)ccc3[nH]2)c1,nt,nt,9%,4%,-1%,
CC(=O)c1c(C)[nH]c(C(=O)OCC(=O)N2CCN(S(=O)(=O)c3ccc(C)cc3)CC2)c1C,-9%,2.6%,24%,1%,nt,
O=C(COC(=O)c1ccc[nH]c1=O)NCCc1ccc(Cl)cc1Cl,-7%,i,-8%,-18%,-13%,
CCCOc1ccc(Cn2c(O)cc(=O)[nH]c2=O)cc1,-7%,i,9%,10%,-20%,
O=C(NCC(O)CO)c1ccc2[nH]c3ccccc3c2c1 (stereo not given),-18%,6.7%,-4%,-6%,5%,
CCN(Cc1nc2ccccc2c(=O)[nH]1)C(=O)c1cccc(NC(=O)c2cccs2)c1,0%,8.3%,nt,nt,nt,
Cc1cc(C(=O)COC(=O)c2n[nH]c3ccccc23)c(C)n1C,-1%,4.2%,0%,-14%,-14%,
CCC(=NCc1ccco1)c1c(O)n(-c2ccccc2C)c(=O)[nH]c1=O,-8%,0.9%,-11%,-8%,5%,
O=c1[nH]cnc2ccsc12,8%,1.5%,-8%,-3%,4%,
c1cc2[nH]snc2c2nc(C3CC3)nc12,3%,i,3%,-9%,-5%,
CCCCn1c(N)c(N(CC(C)C)C(=O)c2c(-c3ccccc3)noc2C)c(=O)[nH]c1=O,-8%,0.5%,40%,-12%,nt,

# From PubChem
